KDM5B inhibitor = Primary screen for KDM5B Histone Demethylases FDH-coupled qHTS; KDM5B demethylase, FDH-coupled NADH fluorescence (FDH is formaldehyde dehydrogenase); Potency, µM (highest dose often 57.7 µM), inactives show top-dose activity change, negative = inhibition, usual class: inhibitors; 220,000 tested, 2.6% active; active means well fitted inhibition curve with a large enough effect; inconclusive means small, poorly fitted or top-dose-only effect; inactive means no such curve, though single readings can be large or run the other way; further: 0% is about no effect; nearly all actives have a fitted effect of over 70% in size
Target sequence (Q9UGL1 whole entry, looked up): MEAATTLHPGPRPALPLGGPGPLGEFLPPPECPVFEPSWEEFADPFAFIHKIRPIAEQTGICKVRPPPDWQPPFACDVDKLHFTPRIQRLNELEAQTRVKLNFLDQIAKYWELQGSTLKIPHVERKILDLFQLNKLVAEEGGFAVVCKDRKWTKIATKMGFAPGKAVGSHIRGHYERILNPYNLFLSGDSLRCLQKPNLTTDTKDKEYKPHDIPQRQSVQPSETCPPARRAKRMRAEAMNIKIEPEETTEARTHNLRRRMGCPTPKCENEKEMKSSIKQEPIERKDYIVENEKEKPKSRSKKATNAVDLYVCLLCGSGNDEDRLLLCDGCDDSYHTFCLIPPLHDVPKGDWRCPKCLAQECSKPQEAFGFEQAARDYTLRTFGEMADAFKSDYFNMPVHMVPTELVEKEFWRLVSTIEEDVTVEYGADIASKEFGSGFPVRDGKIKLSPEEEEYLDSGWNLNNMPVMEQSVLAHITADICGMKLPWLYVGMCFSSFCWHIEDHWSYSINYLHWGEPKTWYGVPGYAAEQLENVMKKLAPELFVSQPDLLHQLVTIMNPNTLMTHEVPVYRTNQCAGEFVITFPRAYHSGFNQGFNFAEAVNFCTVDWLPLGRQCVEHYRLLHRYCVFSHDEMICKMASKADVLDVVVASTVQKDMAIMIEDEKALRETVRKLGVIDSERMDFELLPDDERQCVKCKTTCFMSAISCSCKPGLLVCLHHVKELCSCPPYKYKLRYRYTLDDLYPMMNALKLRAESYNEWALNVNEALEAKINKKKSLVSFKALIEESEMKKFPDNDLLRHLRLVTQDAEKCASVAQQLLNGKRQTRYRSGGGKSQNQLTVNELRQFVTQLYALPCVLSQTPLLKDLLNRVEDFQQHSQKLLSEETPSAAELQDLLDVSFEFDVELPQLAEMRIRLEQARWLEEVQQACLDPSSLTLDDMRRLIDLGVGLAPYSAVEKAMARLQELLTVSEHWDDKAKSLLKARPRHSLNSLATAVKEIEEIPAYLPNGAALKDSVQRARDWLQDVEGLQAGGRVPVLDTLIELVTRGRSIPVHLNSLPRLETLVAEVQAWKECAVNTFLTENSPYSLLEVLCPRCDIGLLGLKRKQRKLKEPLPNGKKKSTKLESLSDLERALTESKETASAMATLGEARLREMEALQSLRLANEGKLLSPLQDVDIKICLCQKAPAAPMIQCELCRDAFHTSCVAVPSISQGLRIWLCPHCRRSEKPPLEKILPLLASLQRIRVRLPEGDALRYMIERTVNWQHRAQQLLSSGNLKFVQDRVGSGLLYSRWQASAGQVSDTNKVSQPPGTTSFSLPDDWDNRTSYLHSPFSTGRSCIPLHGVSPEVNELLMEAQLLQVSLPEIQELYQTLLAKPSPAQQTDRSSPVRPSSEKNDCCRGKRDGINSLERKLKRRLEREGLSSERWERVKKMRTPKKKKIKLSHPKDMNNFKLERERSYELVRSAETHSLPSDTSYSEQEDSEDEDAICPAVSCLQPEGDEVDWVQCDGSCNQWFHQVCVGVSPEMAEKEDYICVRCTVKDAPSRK
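Here, H3K4me3 peptide (12.5 µM in substrate mix) is demethylated by KDM5BΔAP, 200 nM final, after 10 min compound exposure. Formaldehyde product is coupled through FDH (0.25 U/mL in mix) to NADH fluorescence; 30-min ΔRFU feeds dose-response curves.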
The depositor's hits bear a star; ? = inconclusive; [ ] = another dose, or the depositor's remark. Potency means the concentration at half of the fitted maximal effect.

canonical_smiles | KDM5B inhibitor
CC1Cc2nc(SCC(=O)N3CCCC3)n(-c3ccc(F)cc3)c(=O)c2S1 (stereo not given) | 7.6%
O=C(Nc1ccc(F)c(F)c1)C1CCN(C(=O)c2ncn3c2COC(c2ccc(F)cc2)C3)CC1 (stereo not given) | -11.7%
CC(O)CNC(=O)c1ccc(-c2ncc3cnc(C4=CCOCC4)cn23)cc1 (stereo not given) | 35.5µM*
COc1ccc(NC(=O)C2(n3cnnn3)CCCCC2)cc1 | -4.7%
N#Cc1c[nH]n2c(NC3CCCCC3)c(-c3ccc(F)cc3)nc12 | ?
CCCNC(=O)C(NC(=O)c1cccc(C)c1)C1CCN(C(=O)CCc2ccccc2)CC1 (stereo not given) | 7.7%
CC(C)CNC(=O)NC(=O)C(C)Cl (stereo not given) | 3.4%
COc1cc(Nc2nc3c(S(=O)(=O)c4cccc(Cl)c4)nnn3c3ccsc23)cc(OC)c1 | 10.4%
CC1CCN(C(NC(=O)c2ccco2)C(=O)c2ccccc2)CC1 (stereo not given) | -23.9%
Cc1cc(N2CCN(c3cccc(C)c3C)CC2)n2nc(-c3ccco3)nc2n1 | 4.2%
CNC(=O)N1CCCCCCNC(=O)[C@@H]2CCCC[C@@H]21 | 2.1%
O=C(CSc1nc(-c2ccc(F)cc2)nc2c1Cc1ccccc1O2)Nc1cccc(C(=O)O)c1 | 2.6%
COCCCNC(=O)c1cc(Nc2ccc(C)c(C)c2)nc2ccccc12 | 222.5%[activator]
CCOC(=O)c1oc2cc(O)ccc2c(=O)c1-c1ccccc1OC | -17.0%
COc1cccc(CNC(=O)N2CCC(CN3CCC(C)CC3)CC2)c1 | 6.8%
CN(C)c1ccc(CNC(=O)C2CCN(Cc3cc4ccccc4n3Cc3ccccc3)CC2)cc1 | ?
CCc1ccccc1NC(=O)C1CCC(CNS(=O)(=O)c2ccc3c(c2)CC(C)N3C(C)=O)CC1 (stereo not given) | -8.2%
CCn1ccc2sc(C)c(C(=O)NCc3ccc(OC)cc3OC)c2c1=O | -5.6%
COc1cccc(NC(=O)c2cnc3c(c2)N(C(=O)Cc2ccccc2OC)CCC3)c1 | -15.0%[86.2 µM]
Cc1ccc(NC(=O)Nc2ccc(C)n(CC(=O)Nc3ccc(C)c(C)c3)c2=O)cc1 | ?
CCOc1ccc(S(=O)(=O)/N=C(/Nc2ccc(OC)cc2)c2ccccc2)cc1 | -2.8%
COc1ccc(S(=O)(=O)N2CCc3ccccc32)cc1C(=O)N1CCN(c2ncccn2)CC1 | 2.4%
O=[N+]([O-])c1ccc2c(c1)N([O-])C1(CCCCC1)[N+]2=O | ?
CC1(C)C[C@H](NC2CCOCC2)[C@@]2(CCC(=O)N3CCOCC3)CC[C@](C)(O)C[C@@H]12 | 8.5%[86.2 µM]
COc1ccc(CCNC(=O)c2ccc(Cn3c(=O)c4ccccc4n(Cc4cccc(Cl)c4)c3=O)cc2)cc1OC | ?

(list continues)
canonical_smiles | KDM5B inhibitor
Cc1c(C(=O)N2CCC(C)CC2)c(S(=O)(=O)Nc2cccc(C#N)c2)c(C)n1C | 10.2%
O=C(NC1(C(F)(F)F)C(=O)Nc2c1c(=O)[nH]c(=O)n2-c1ccc(F)cc1)c1cccnc1 (stereo not given) | ?
C/C(=N\Nc1cc(C)nc(-c2ccccc2O)n1)c1ccccc1O | ?
CC1CCCN(C(=O)c2coc(COc3cccc(F)c3F)n2)C1 (stereo not given) | -2.5%
COc1ccc(NC(=O)c2cc3ccccc3cc2O)cc1 | ?
COc1ccc(NC(=O)NC[C@H]2Cn3cc(-c4ccc(C)cc4)nc3CO2)cc1 | -27.4%[86.2 µM]
COc1cccc(NC(=O)c2cc3c(s2)-c2ccc(Cl)cc2S(=O)(=O)C3)c1 | -6.3%
COc1ccc(-c2cc(N3CCC(NC(=O)CCc4ccccc4OC)CC3)n[nH]2)cc1 | -5.1%
CCOc1ccc2oc(=O)cc(CN3CCN(C(=O)c4ccc(Cl)cc4)CC3)c2c1 | ?
O=C(c1ccccc1F)N1CC[C@H]2COC(=O)N2c2cc(F)ccc2C1 | -10.0%[86.2 µM]
Cc1cccc(C(=O)n2nc(NCc3cccs3)nc2NCc2cccs2)c1 | ?
CC(C)CC(=O)C(C#N)C(=O)Nc1ccccc1Cl (stereo not given) | -13.0%
Cc1noc2c(N(C)C)cc(-c3ccsc3)nc12 | -22.5%[115 µM]
N#C/C(=C\c1ccccc1)c1nc(-c2cc3c(ccc4ccccc43)oc2=O)cs1 | ?
CCc1c(C)c(C#N)c2nc3ccccc3n2c1-n1ccnc1 | 7.7%
CC(=O)Nc1ccc(NC(=O)c2cc3c(=O)n(Cc4cccnc4)ccc3nc2C)cc1 | ?
CN(Cc1ccc2nonc2c1)C(=O)C1CCN(C(=O)C2CCCC2)CC1 | -0.8%
CCC(=O)N1c2ccccc2CC1C(=O)NCCc1ccc(C)cc1 (stereo not given) | -0.4%
CCN1CCN(CCOc2ccc3c(=O)c(-c4ccc(Cl)cc4)coc3c2)CC1 | 2.3%
O=c1c2ccccc2ncn1Cc1ncc(-c2ccc(Cl)cc2)o1 | 1.4%
O=C(CCc1ccccc1)NC1(C(F)(F)F)C(=O)Nc2c1c(=O)[nH]c(=O)n2Cc1ccccc1 (stereo not given) | -9.9%
CSc1nn(Cc2cccc(Cl)c2)c(N(C(C)=O)C(C)=O)c1S(=O)(=O)c1ccccc1 | -26.4%
C=CCOC(=O)Nc1nc2c(s1)C[C@@H]1[C@](C)(CO)[C@H](O)CC[C@@]1(C)[C@@H]2CC(=O)NC(C)C | -7.1%
Cc1nc(-c2cccc(F)c2)sc1CCNC(=O)c1c(F)cccc1Cl | 5.8%
CS(=O)(=O)c1ccc(F)c(NC(=O)CCCc2cccs2)c1 | 17.6%

3 compounds already listed, arranged by the number in KDM5B inhibitor, smallest number first.
canonical_smiles | KDM5B inhibitor
CC1CCN(C(NC(=O)c2ccco2)C(=O)c2ccccc2)CC1 (stereo not given) | -23.9%
CC1CCCN(C(=O)c2coc(COc3cccc(F)c3F)n2)C1 (stereo not given) | -2.5%
CN(Cc1ccc2nonc2c1)C(=O)C1CCN(C(=O)C2CCCC2)CC1 | -0.8%

More entries
canonical_smiles | KDM5B inhibitor
CCNc1oc(-c2ccc(COc3cc(C)ccc3C)o2)nc1C#N | ?
COC(=O)C1CN(Cc2cn(Cc3ccc(F)cc3)nn2)CCS(=O)(=O)N1Cc1ccc(OC)cc1 (stereo not given) | 19.2%
COC(=O)[C@H]1CCCN1C(=O)[C@@H]1C[C@@H](NS(=O)(=O)c2cccs2)CCN1C(=O)COCC(=O)O | -7.0%
COCCOC1CCOC2(CCN(C(=O)c3ccncc3)CC2)C1 (stereo not given) | 2.4%
O=C(O)c1ccc2nc(CCl)[nH]c2c1 | -4.0%
Cc1ccc2[nH]c(C)c(/C=C/c3cc[n+](C)cc3)c2c1 | -13.5%
COc1cccc2c1OCC(C(=O)N1C[C@@H]3[C@H](C1)[C@H]1CC[C@@H]3O1)C2 (stereo not given in full) | -20.9%
O=C(CS(=O)(=O)Cc1coc(-c2ccccc2)n1)N1CCCCC1 | 1.5%
O=C(CSc1nnc(-c2ccccc2)c(-c2ccccc2)n1)NC1CCCC1 | -26.1%
CCN(C(=O)CN1C(=O)NC2(CCOCC2)C1=O)c1ccccc1 | -1.7%
Cc1ccc(-n2ncc3c(NCCc4ccccc4)ncnc32)cc1C | ?
CCOc1ccc(CN(CCOC)Cc2cc(=O)n3ccc(C)cc3n2)cc1 | 71.7%[activator]
COc1ccc(-c2cc(C[C@H]3CNCC[C@H]3CC(=O)N3CCOCC3)no2)cc1 | 14.8%[86.2 µM]
COc1ccc(N2CCN(Cc3nc4c(c(=O)[nH]c(=O)n4C)n3Cc3ccccc3F)CC2)cc1 | -5.6%
O=C1CCCN1CC(=O)N1CCC(c2nc(CCOc3ccc(F)cc3)no2)C1 (stereo not given) | -17.1%
O=C(c1csc(N2CCN(c3ccccc3)CC2)n1)N1CCN(C2CCCCC2)CC1 | -25.8%
CNC(=O)c1ccc(NC(=O)C2CCCCC2)cc1 | 13.2%
Cc1ccc(-c2nc(CSCC(=O)NCc3cccs3)c(C)o2)cc1 | -8.2%
Cc1noc(Cn2c(=O)c3ccccc3n(CC(=O)Nc3ccc(F)cc3F)c2=O)n1 | -5.3%
CN1CCN(C(=O)Cn2ccc3ccc(Br)cc32)CC1 | 11.0%
Oc1ccc(-c2nc3ccccc3s2)cc1 | ?
Cc1cc(C)cc(NC(=O)COc2ncnc3ccccc23)c1 | 7.6%
CC/C(=N/NC(=O)c1ccccc1O)c1c(C)[nH]n(-c2ccccc2)c1=O | ?
Cc1ccc(CNC(=O)C(C)N2CCN(c3ccc([N+](=O)[O-])c4cnccc34)CC2)cc1 (stereo not given) | 9.3%
Cc1nc2sccn2c(=O)c1S(=O)(=O)Nc1ccc(N2CCOCC2)c(Cl)c1 | 16.9%

Carrying on.
canonical_smiles | KDM5B inhibitor
Cc1ccc(-n2ncc3c(NC4CCCCCCCCCCC4)ncnc32)c(C)c1 | 9.2%
COCCOC1CCOC2(CCN(C(=O)c3ccc4ccccc4n3)CC2)C1 (stereo not given) | 1.9%
COc1ccc2[nH]cc(CCNC(=O)C3CCCN(C(C)=O)C3)c2c1 (stereo not given) | ?
COc1ccc(CNC(=O)c2ccc3c(c2)NC(=O)CS3)cc1 | -27.2%
CCN(Cc1nc2ccccc2c(=O)[nH]1)C(=O)Cc1csc(-c2ccc(C)cc2C)n1 | -15.0%
CCCNc1c(NC(=O)c2cc(Cl)ccc2OC)c(=O)oc2ccccc12 | 12.2%
CCN(CC)C(=O)CSc1nnc(-c2ccc(S(=O)(=O)N3CCOCC3)cc2)n1C | ?
CCCCN1C(C(=O)Nc2cc(C)on2)=C(O)c2ccccc2S1(=O)=O | ?
CC(=O)N1CCc2cc(S(=O)(=O)NC(CC(C)C)C(=O)Nc3cc(C)cc(C)c3)ccc21 (stereo not given) | -4.2%
COc1ccc(CCNC(=O)c2ccc([N+](=O)[O-])cc2Cl)cc1OC | 9.8%
Fc1ccc(CNc2cc3c(cn2)CN(Cc2ccncc2)CCN3)cc1 | -17.3%[86.2 µM]
O=C(NCc1ccc(F)cc1)c1ccccc1-c1ncc(-c2ccccc2)o1 | ?
O=C(CC1CCCC1)NCCC1CCN(C(=O)Nc2ccc(F)cc2)CC1 | -12.7%
CCc1[nH]c2c(CNC(=O)C3(C)CCCCO3)cc(F)cc2c1C (stereo not given) | 20µM*
CN(C)C[C@@H]1CN(S(C)(=O)=O)C[C@H]1NC(=O)c1cccs1 | -23.1%
O=C(N/N=C/c1ccsc1)c1ccc(Cl)cc1 | 11.3%
O=C(NCc1ccc(Cl)cc1)C1=Cc2cc(Br)ccc2OC1 | 1.3%
O=C(CCc1ncc(-c2ccccc2)o1)Nc1ccccc1O | -21.4%
Cc1nncn1-c1ccc(C(=O)Nc2cc(F)ccc2F)cc1 | 16.5%[11.5 µM]
Cc1cc(F)ccc1OC1CN(Cc2ccsc2)C1 | -12.9%[86.2 µM]
CCCCNC(=O)CCn1c(=O)c2cccn2c2ccc(F)cc21 | -18.8%
CCC(=O)N1CCCc2cc(S(=O)(=O)N3CCC(C(=O)Nc4cccc(Cl)c4)CC3)ccc21 | -22.6%
COc1ccc(CNC(=O)C(Cc2ccccc2)n2cccc2)cc1 (stereo not given) | ?
Cc1ccc(OCC(=O)N2CCCN(S(C)(=O)=O)c3ccccc32)cc1 | 8.2%
COc1ccccc1NC(=O)CSc1nncn1CCc1cccs1 | -0.2%

(list continues)
canonical_smiles | KDM5B inhibitor
O=C(c1cc[n+]([O-])cc1)N1CCCC(N2CCN(c3cccc(C(F)(F)F)c3)CC2)C1 (stereo not given) | -1.3%
O=C(NCc1ccccc1F)C1CCN(Cc2cc3ccccc3n2Cc2cccc(Cl)c2)CC1 | ?
CCOC(=O)c1c(C)[nH]c(C)c1S(=O)(=O)NCC(=O)Nc1cc(Cl)ccc1OC | -10.8%
COc1cc2nc(Cl)nc(NCCO)c2cc1OC | 22.7%
O=C(COC(=O)c1ccco1)c1ccc(F)cc1 | 23.1%
Cc1[nH]c2c(F)cccc2c1CC(=O)N1CCCC(c2nc(C(C)C)no2)C1 (stereo not given) | 39.8%[activator]
COc1ccc(Cl)cc1NC(=O)Cc1coc2c(C)c(C)ccc12 | 6.4%
Cc1nnc2n1CC(Nc1ncc(C(F)(F)F)cc1Cl)CC2 (stereo not given) | 1.4%
O=C(NCc1cccs1)c1nn(-c2ccccc2)nc1CO | 5.3%
Cc1sc(NC(=O)CN2CCCCC2)nc1-c1ccccc1 | 5.4%
Cc1nc(-c2ccc(OC3CCN(C(=O)c4cc(C)n(C)n4)C3)cc2)no1 (stereo not given) | -13.8%
O=C(NCCn1cccc1-c1nc(-c2ccc3c(c2)OCO3)no1)c1ccc(F)cc1 | ?
COc1cccc2c(=O)n(CC(=O)NCCc3ccccc3)ccc12 | ?
CCN1C(=O)Cc2cc(C(=O)NC(C)c3ccccc3)ccc21 (stereo not given) | 16.1%
COc1cccc(CN2CCCOCCNC(=O)[C@@H]3CCCC[C@@H]32)c1OC | -12.2%
CS(=O)(=O)c1ccc(OCC2(CNC(=O)N3CCOCC3)C[C@@H](O)[C@@H](O)C2)cc1 (stereo not given in full) | -15.8%[86.2 µM]
COc1ccc(CCNC(=O)c2cc(-c3cc(C)ccc3O)n[nH]2)cc1OC | 2.1%

Marked active in KDM5B inhibitor, of those listed so far:
canonical_smiles | KDM5B inhibitor
CC(O)CNC(=O)c1ccc(-c2ncc3cnc(C4=CCOCC4)cn23)cc1 (stereo not given) | 35.5µM*
CCc1[nH]c2c(CNC(=O)C3(C)CCCCO3)cc(F)cc2c1C (stereo not given) | 20µM*

These rows are one share of the data; the hit share may differ from the screen's.
